Source: PubChem BioAssay
GPR35 arrestin U2OS: inhibition of zaprinast-stimulated GPR35 beta-arrestin translocation – imaging, U2OS, beta-arrestin-GFP, zaprinast agonist, primary screen (AID 2058); 290,000 compounds, 0.052% hits; U2OS GPR35 beta-arrestin-GFP translocation imaging, zaprinast antagonism; higher % means a stronger effect; one-dose inhibition, % at 10 µM; IC50 in µM for titrated hits;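 active = inhibition of at least 50% with at least 30 cells and total cytoplasm GFP at most 10,000,000; inconclusive = under 30 cells or total GFP of 10,000,000 plus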
GPR55 beta-arrestin: selective activators of receptor GPR55 – imaging, U2OS cells, beta-arrestin-GFP redistribution, primary screen (AID 1961) | U2OS GPR55 beta-arrestin-GFP redistribution imaging; higher % means a stronger effect | activation, % at 10 µM; hits with a dose series show EC50 in µM | 290,000 compounds, 0.048% hits;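 active = activation above 40% with more than 50 cells counted in the well; inconclusive = wells holding fewer than 50 cells, flagged as toxic or sparse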;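 note: U2OS osteosarcoma cells stably expressing GPR55 and beta-arrestin-GFP; plate controls were DMSO negative control for no effect and LPI positive control for full effect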
AID2073: disruptors of CaV2.2 binding to Mint1 – biochemical, HTRF (AID 2073); inhibition, % at 20 µM, or IC50 in µM where a hit was titrated; HTRF protein-protein interaction, Mint1-CaV2.2; higher % means a stronger effect; 290,000 compounds, 0.19% hits; in the data active = inhibition mostly above about 51%, no sharp cut-off; inconclusive = no clear call, values can overlap the other calls; inactive = mostly below about 53%; note: some results filed as inactive read as strong as hits
HIV fusion peptide: inhibitors of HIV fusion peptide binding, primary screen, biochemical, uHTS, fluorescence dequenching (AID 1986); cell-free peptide binding, fluorescence dequenching, 30 min; higher % means a stronger effect; inhibition, % at 20 µM; hits with a dose series show IC50 in µM; 290,000 compounds, 0.3% hits; in the data active = inhibition mostly above about 52%, no sharp cut-off; inactive = mostly below about 76%; note: some results filed as inactive read as strong as hits
NTR1 ag: agonists of NTR1, primary screen, imaging, U2OS cells, beta-arrestin-GFP, high content (AID 493036); NTR1-U2OS beta-arrestin-GFP spot imaging, agonist mode; 330,000 compounds, 0.17% hits; activation, % at 20 µM;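 active = activation at or above 40% of the spot to cytoplasm intensity ratio, with at least 20 cells analyzed; inconclusive = wells under 20 cells, flagged as cytotoxic or low count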;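 note: 0% = DMSO without peptide and 100% = 100 nM NTR1 peptide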
Target sequence (P30989 whole entry, looked up): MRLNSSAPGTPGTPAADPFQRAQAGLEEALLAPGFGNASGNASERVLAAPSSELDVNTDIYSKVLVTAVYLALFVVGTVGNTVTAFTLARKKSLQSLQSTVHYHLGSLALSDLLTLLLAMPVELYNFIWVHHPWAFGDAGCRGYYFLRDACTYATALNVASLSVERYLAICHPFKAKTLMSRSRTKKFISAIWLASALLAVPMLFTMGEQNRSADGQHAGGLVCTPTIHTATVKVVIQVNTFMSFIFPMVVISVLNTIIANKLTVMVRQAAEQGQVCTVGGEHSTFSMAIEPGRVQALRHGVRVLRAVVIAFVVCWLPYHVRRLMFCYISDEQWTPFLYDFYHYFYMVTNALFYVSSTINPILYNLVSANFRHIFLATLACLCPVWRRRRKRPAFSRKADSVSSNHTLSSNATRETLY
UTI89 phage lysis: inhibition of K1F phage lysis, E. coli UTI89, bacterial capsule biogenesis inhibitors, alamar blue (AID 488966); E. coli UTI89 K1F phage lysis, alamar blue, 2 h; higher % means a stronger effect; inhibition, % at 100 µM; hits with a dose series show IC50 in µM; 340,000 compounds, 0.02% hits;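 active = phage lysis inhibition, versus mean bacterial control, above a set limit; inconclusive = no clear call, values can overlap the other calls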;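 note: capsule biogenesis inhibitors block K1F phage lysis so surviving cells raise fluorescence; higher fluorescence means more inhibition of phage lysis; actives were called in the ten point dose series up to 300 µM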
Siah-1 displacement: blockers of Siah-1 interaction with plectin peptide – biochemical, fluorescence polarization, rhodamine-plectin, uHTS, primary screen (AID 1817). Siah-1 / rhodamine-plectin peptide fluorescence polarization; higher % means a stronger effect. displacement, % at 20 µM; hits with a dose series show IC50 in µM. 290,000 compounds, 0.02% hits;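 active = displacement of at least 50% at 20 µM, with a fluorescence ratio check between 0.3 and a set limit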;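 note: plate controls were Siah plus tracer with DMSO for no effect and tracer alone without Siah for full effect; strong numbers were not always called active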
GPR55 LPI antagonism: inhibition of LPI-stimulated GPR55 beta-arrestin translocation – imaging, U2OS, beta-arrestin-GFP, LPI agonist, primary screen (AID 2013) | U2OS GPR55 beta-arrestin-GFP translocation imaging, LPI antagonism; higher % means a stronger effect | inhibition, % at 10 µM, or IC50 in µM where a hit was titrated | 290,000 compounds, 0.13% hits;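 active = spots per cell inhibited over 60%, with over 100 cells counted and total cytoplasm intensity under 500,000; inconclusive = wells with under 100 cells, flagged as likely toxic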;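 note: U2OS cells stably carrying GPR55 and arrestin-GFP stimulated by 5 µM LPI near EC80; imaged beta-arrestin-GFP aggregate spots per cell after agonist stimulation; plate controls were LPI-stimulated DMSO wells for no effect and DMSO wells without LPI for full effect; some results filed as inactive read as strong as hits; confirmed hits need IC50 under 10 µM and bright autofluorescent wells are also inconclusive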
Dengue-2 NS5 capping: Dengue-2 NS5 methyltransferase inhibitors, primary screen, biochemical, confirmation dose response (AID 588689); Dengue-2 NS5 methyltransferase capping enzyme assay, biochemical; higher % means a stronger effect; inhibition, % at 25 µM, or IC50 in µM where a hit was titrated; 340,000 compounds, 0.3% hits; in the data active = a potency from the dose series; inconclusive = inhibition above about 29% without an active follow-up result
NTR1 ag cell count 20 µM: second read-out of NTR1 ag, no call of its own (marks repeat the call); cell count; measured here: cell count, cytotoxicity flag
Dengue-2 NS5 capping pilot replicate: also measured in Dengue-2 NS5 capping; calls as there; inhibition, %; measured here: pilot screen replicate inhibition
Active calls of the source: *; i = inactive; ? = inconclusive; · = not tested or not shown; [ ] = another dose, or the depositor's remark.

SMILES | GPR35 arrestin U2OS | GPR55 beta-arrestin | AID2073 | HIV fusion peptide | NTR1 ag | NTR1 ag cell count 20 µM | UTI89 phage lysis | Siah-1 displacement | GPR55 LPI antagonism | Dengue-2 NS5 capping | others
O=C(Nc1nc2c(s1)CCCC2)c1ccc2ncsc2c1 | 5% | -0.5% | 4% | -1.2% | 0.7 | 44 | 1.3% | -6% | 5% | -2%
Cc1ccc(S(=O)(=O)NCC(=O)NC2CCCC2)cc1 | 5% | 0.0% | 14% | 1.8% | · | · | -2.5% | 9% | -10% | -5%
COc1cccc(CNC(=O)CCS(=O)(=O)c2ccc3c(c2)oc(=O)n3C)c1 | -6% | -0.2% | 2% | 0.4% | 1.2 | 62 | 1.0% | -2% | 5% | -3%
O=S(=O)(c1cccc2ccccc12)N1CCSC1 | 4% | -0.1% | 2% | -1.4% | 0.5 | 54 | 0.9% | 0% | -11% | 0%
COc1ccc(C(C(=O)NC2CCCC2)N(CCC(C)C)C(=O)CCC(=O)Nc2cc(C)on2)cc1 (stereo unspecified) | 4% | 0.5% | -5% | 0.9% | 0.7 | 46 | -0.1% | 3% | 6% | -2%
O=C(Nc1nccs1)c1cnccn1 | -16% | 1.1% | 2% | -0.9% | -1.0 | 78 | 1.1% | 0% | -4% | -8%
Cc1ccc(N2CCN(S(=O)(=O)c3ccc4oc(=O)ccc4c3)CC2)c(C)c1 | 8% | ? | 7% | -0.7% | 1.1 | 50 | -0.6% | 1% | -18% | 18%
Cc1ccc(S(=O)(=O)NCCC(=O)Nc2cc(F)ccc2C)cc1C | -5% | 0.2% | 13% | 0.6% | 0.2 | 47 | -0.1% | 2% | -1% | -2%
O=C(O)c1ccccc1C(=O)NCCc1ccc(Cl)cc1 | 3% | 0.6% | 4% | -1.8% | 1.0 | 43 | 0.1% | 0% | 0% | -6%
CCOc1ccc(NC(=O)Cn2nnc(-c3ccccc3NC(=O)CC)n2)cc1 | -2% | -0.2% | 4% | -3.3% | -1.4 | 83 | 0.0% | 0% | 2% | -7%
COc1cccc(-n2nnc3c(=O)n(Cc4ccc(C)cc4)cnc32)c1 | -1% | 0.3% | 9% | 1.4% | 3.2 | 55 | 8.6% | 18% | 37% | 2%
O=C(NCc1ccccc1)c1cc(-c2ccncc2)nc2ccc(S(=O)(=O)N3CCOCC3)cc12 | -3% | 18% | 39% | -0.8% | 2.2 | 71 | 2.8%[50 µM] | 9% | 3% | 3%
CCOCCCNS(=O)(=O)c1ccc(NC(=O)N2c3ccccc3Sc3ccccc32)cc1 | -2% | 0.2% | -5% | -2.9% | 4.6 | 47 | 0.3% | 6% | 9% | -3%
CSc1ccccc1C(=O)N1CCCC(CNC(=O)c2ccc(F)cc2)C1 (stereo unspecified) | -1% | 0.3% | 15% | 0.6% | -0.1 | 70 | 4.2% | -2% | -9% | 5%
CCC1=NN(C(=O)c2cccc([N+](=O)[O-])c2)C(O)(c2ccc(C)cc2)C1 (stereo unspecified) | 4% | -0.1% | -11% | -0.2% | 0.4 | 73 | 0.1% | 1% | 13% | 6%
COC(=O)c1c(NC(=O)C(C)C)sc2c1CCN(Cc1ccccc1)C2 | -1% | -0.1% | 1% | 2.8% | 6.5 | 69 | 4.7% | -4% | 2% | 1%
O=C1Nc2ccccc2/C1=C/c1cccnc1 | -17% | 0.1% | 4% | 0.6% | 1.1 | 96 | 0.4% | 2% | 13% | -7%
Cc1cccc(NC(=O)c2nc[nH]c2C(=O)N[C@@H](CCCCNC(=O)OC(C)(C)C)C(=O)OC(C)(C)C)c1 | -13% | -0.1% | -2% | -0.9% | 15 | 53 | 2.2% | 7% | 4% | 1%
O=C(CCCn1cnc2ccccc2c1=O)Nc1ccccc1F | 3% | -0.2% | -8% | 1.1% | -1.7 | 90 | 0.0% | 1% | -2% | -16%
C/C(CCc1oc2ccc(Cl)cc2c1-c1ccc(C)o1)=N\O | 10% | -0.2% | -5% | 1.4% | 3.8 | 79 | -0.6% | 2% | 0% | -10%
O=S(=O)(NCCCN1CCOCC1)c1ccc2ccccc2c1 | -3% | -0.1% | 3% | 0.9% | 1.1 | 38 | -0.3% | 2% | 2% | -5%
CCNC(=S)Nc1ccc(OCC)cc1 | -1% | -0.3% | 5% | -2.0% | -0.5 | 32 | 5.1% | 7% | 6% | 1%
CCCOC1CCCN(C(=O)c2cc(COc3c(F)cccc3F)on2)C1 (stereo unspecified) | -6% | -0.1% | ? | -1.7% | 0.6 | 50 | -0.9%[50 µM] | 1% | -4% | -2%
O=S(=O)(Cc1ccccc1)Nc1cccc(F)c1 | -5% | -0.1% | 4% | 0.6% | 3.3 | 68 | 0.5% | -1% | 4% | -11%
CCN(c1cccc(C)c1)S(=O)(=O)c1ccc2[nH]c(=O)c(=O)[nH]c2c1 | -8% | 0.6% | 6% | -1.9% | 0.0 | 93 | i | 2% | 8% | -3%

Next part
SMILES | GPR35 arrestin U2OS | GPR55 beta-arrestin | AID2073 | HIV fusion peptide | NTR1 ag | NTR1 ag cell count 20 µM | UTI89 phage lysis | Siah-1 displacement | GPR55 LPI antagonism | Dengue-2 NS5 capping | others
c1csc(-c2noc(CN3CCc4sccc4C3)n2)c1 | 17% | 0.0% | -14% | -2.2% | 8.7 | 36 | -0.6% | 0% | -2% | -5%
NC1=NS(=O)(=O)NC1c1ccc(F)cc1 (stereo unspecified) | -1% | 0.5% | 7% | -1.0% | 0.0 | 40 | 0.1% | -1% | 12% | -6%
Cc1ccc(S(=O)(=O)N2CCOCC2)cc1NC(=O)COC(=O)c1ccccc1OCc1c(C)noc1C | -8% | 0.3% | -1% | -0.2% | 2.2 | 59 | 1.5% | 2% | 10% | 1%
Cc1ccc(NC(=O)Cn2ccc(=O)[nH]c2=O)cc1 | 5% | -0.4% | 10% | -1.8% | 0.3 | 40 | 0.6% | 2% | 10% | -4%
O=C(NCc1cccs1)c1cc(-c2ccccc2)nc2ccccc12 | -4% | 0.2% | 5% | -0.9% | 0.1 | 56 | 2.2%[50 µM] | 5% | 10% | 1%
CC(=O)/C(=N\Nc1ccccc1)Sc1cccc2cccnc12 | 1% | 0.3% | 13% | -1.4% | 5.7 | 48 | 0.9%[50 µM] | 8% | 14% | 5%
CCCN(CC(=O)Nc1ccc(Cl)cc1Cl)C(=O)/C=C/c1cccc([N+](=O)[O-])c1 | -7% | 0.1% | 22% | 0.2% | 0.9 | 53 | 0.5% | -3% | 11% | -4%
CC(Nc1ccccc1)c1cccnc1 (stereo unspecified) | 3% | -0.1% | -10% | -0.5% | 1.1 | 49 | -0.1% | 0% | 4% | -10%
O=C(Nc1ncnc2sc3c(c12)CCCCC3)c1ccco1 | 1% | -0.1% | 3% | 0.3% | -1.5 | 48 | -0.2% | 13% | 4% | 4%
CC(C)OC(=O)CSc1nnc(-c2ccco2)n1N | 11% | -0.1% | -4% | -0.7% | -0.5 | 68 | 0.2% | -1% | 2% | -3%
COc1cc(OC)c(NC2=CC(=O)C(=O)c3ccccc32)cc1Cl | 0% | -0.1% | -27% | -4.0% | 0.6 | 79 | -0.2% | 4% | -5% | 28%
COc1ccc(C(C)=O)cc1COc1cc(C)c(Cl)c(C)c1 | -7% | -0.4% | 3% | 0.5% | 4.3 | 43 | · | 1% | 12% | ·
COc1ccc(-c2coc3c(C)c4oc(=O)c(CC(=O)O)c(C)c4cc23)cc1 | 1% | -0.1% | 22% | 21% | 3.1 | 93 | -0.2% | 7% | 7% | 18%
COc1cccc(C(=O)/C=C/Nc2ccc(S(=O)(=O)Nc3cc(OC)nc(OC)n3)cc2)c1 | 16% | -0.2% | 9% | 19% | -1.5 | 50 | -0.2% | 6% | 0% | -4%
Cc1ccc(N2CC(C(=O)NCc3ccc4c(c3)OCO4)CC2=O)cc1C (stereo unspecified) | 3% | -0.2% | -4% | 0.3% | 1.4 | 69 | 7.4% | -3% | 3% | -10%
O=C(COc1ccc(F)cc1)Nc1ccc(-n2cnnn2)cc1 | -4% | -0.1% | 11% | 1.0% | 0.5 | 75 | -0.1% | -1% | -12% | -3%
Cc1ccc(NC(=O)CN(C)CC(=O)Nc2ccccc2Oc2ccccc2)cc1 | -15% | 0.0% | -16% | 2.2% | 0.2 | 37 | 0.0% | 4% | 0% | -7%
Cc1ccccc1-n1c(=S)[nH]c2nc3c(cc2c1=O)COC(C)(C)C3 | -1% | -0.1% | -10% | -0.2% | 1.6 | 62 | -0.2% | -5% | -6% | -3%
COc1cccc(/C=N/Nc2ncnc3c2[nH]c2ccc(C)cc23)c1OC | -12% | -0.1% | 52% | -3.8% | 4.4 | 55 | 0.2% | 18% | 11% | -2%
C/C(N)=C(/C#N)C(=O)COC(=O)COc1ccc(Cl)cc1C | 6% | -0.1% | 0% | -3.2% | -4.8 | 95 | 4.2% | 1% | 3% | -11%
COc1ccc(Cc2nn3c(-c4ccccc4OC)nnc3s2)cc1 | 6% | -0.1% | -16% | -0.4% | 1.0 | 77 | 0.2% | 4% | 5% | 1%
CC1Sc2ccc(S(=O)(=O)NCCc3ccc(Cl)cc3)cc2NC1=O (stereo unspecified) | 5% | -0.1% | 4% | -1.4% | 4.9 | 58 | 0.1% | 2% | 5% | -4%
Cc1ccc(S(=O)(=O)N2CCOCC2)cc1NC(=O)CSc1nc2ccccc2c(=O)n1Cc1ccccc1 | -10% | -0.3% | 31% | -0.7% | 0.9 | 83 | 0.5% | 8% | 14% | -3%
O=C(CCCN1C(=O)/C(=C/c2ccccc2)SC1=S)Nc1cccc(O)c1 | -8% | -0.4% | 24% | 1.2% | 0.8 | 88 | 0.0% | -3% | -4% | -8%
O=C(C1CCCN(S(=O)(=O)c2ccc(F)cc2)C1)N1CCCCC1 (stereo unspecified) | -3% | -0.2% | 2% | -1.3% | -1.8 | 43 | -0.6% | 5% | 4% | -1%
Cc1cccc(NC(=S)NC2CCSc3ccccc32)c1 (stereo unspecified) | 4% | -0.2% | 18% | -0.8% | 1.3 | 75 | 0.3% | 0% | -12% | -2%
COc1ccc(OC)c(S(=O)(=O)n2cnc3ccccc32)c1 | -2% | -0.1% | 2% | 0.7% | 1.1 | 52 | 0.0% | -4% | -10% | -2% | Dengue-2 NS5 capping pilot replicate=-0.9
CCN=c1scc(-c2ccc(F)cc2)n1/N=C/c1ccccn1 | -3% | -0.2% | -2% | -0.6% | 4.4 | 34 | 0.0% | 0% | 6% | 2%
